Screening data from PubChem.
aDG glyco act: activators of alpha-DG glycosylation, primary screen, uHTS, Pro5-aDG cells, AlphaScreen | alpha-DG glycosylation AlphaScreen (IIH6); 0% Pro5, 100% B10-LARGE cell signal | 360,000 compounds, 0.22% hits | activation, % at 10 µM | AID 624168, 2012;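 active = activation of at least 8% versus controls, or a plate z-score of at least 8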;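 also: Pro5 are CHO cells carrying HIG-tagged alpha-DG that lacks glycosylation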
NR2E3 ag-1: NR2E3 agonists in two-hybrid cells, primary screen, cell-based, luminescence, CHO-S, Gal4-NCOR/VP16-NR2E3 | Photoreceptor-specific nuclear receptor (Homo sapiens), Q9Y5X4 | luciferase | inhibition of corepressor binding, % at 3.98 µM | 360,000 compounds, 0.35% hits | AID 602229, 2012;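 active = inhibition above the mean of all tested compounds plus 3 SD, cut at about 70% in these data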;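 also: 0% = DMSO with NR2E3 transfected cells and 100% = cells lacking NR2E3 construct; higher means lower luciferase signal from less NR2E3 corepressor binding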
Target sequence (Q9Y5X4 whole entry, looked up, the tested form may be a part): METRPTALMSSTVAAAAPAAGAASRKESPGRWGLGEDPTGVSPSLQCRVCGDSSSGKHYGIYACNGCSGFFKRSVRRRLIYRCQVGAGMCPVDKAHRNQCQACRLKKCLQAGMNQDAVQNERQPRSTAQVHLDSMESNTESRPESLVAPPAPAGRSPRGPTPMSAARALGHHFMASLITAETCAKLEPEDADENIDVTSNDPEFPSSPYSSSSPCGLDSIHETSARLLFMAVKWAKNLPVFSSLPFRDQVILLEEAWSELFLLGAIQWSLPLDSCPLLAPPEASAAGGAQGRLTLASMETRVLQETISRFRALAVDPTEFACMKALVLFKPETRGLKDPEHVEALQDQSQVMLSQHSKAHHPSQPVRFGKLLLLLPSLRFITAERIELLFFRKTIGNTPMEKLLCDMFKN
NR2E3 ag-2: inhibitors of NR2E3-RetCOR corepressor binding, primary screen, NR2E3 agonist project, biochemical, TR-FRET, GST-NR2E3, biotin-RetCOR | Photoreceptor-specific nuclear receptor (Homo sapiens), Q9Y5X4 | 1536-well | inhibition of corepressor binding, % at 4.78 µM | 320,000 compounds, 0.12% hits | AID 2300, 2010;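 active = percent inhibition above the cutoff of mean plus 3 SD of all tested compounds, set per screening campaign, cut at about 20% in these data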;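 also: 0% = DMSO wells and 100% = biotin wells as full block of FRET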
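System: GST-tagged NR2E3 plus biotinylated RetCOR corepressor; Amount: 1.35 nM GST-tagged NR2E3 final; Dosing: single nominal compound dose of 4.8 µM; Schedule: 5 h incubation at 4 °C; Technique: TR-FRET with europium anti-GST and streptavidin-D2, 340 nm excitation; Controls: biotin wells as high control, 0.6% DMSO wells as low control.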
HIF-2a block: HIF-2a reporter inhibitors, primary screen, luminescence, 786-0 RCC cells. 786-0 RCC cells HIF-2a reporter, luciferase luminescence, overnight. inhibition, % at 18.8 µM. 360,000 compounds, 0.72% hits;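 active = inhibition of the luminescence signal of 40% or more relative to plate controls, in a single-dose primary screen at 18.75 µM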
hiPSC survival: enhancers of single-cell hiPSC survival, primary screen, ATPlite luminescence | 100% = ROCK inhibitor wells, 0% = DMSO | survival enhancement, % at 20 µM | 360,000 compounds, 0.044% hits | AID 602274, 2012; in the data active = survival enhancement above about 18%;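 also: cells exposed to compounds for 16 hours before the ATP read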
Vif imaging: HIV Vif self-association inhibitors, primary screen, imaging, HEK293T, single point; AID 602346, 2012; HEK293T cells, Vif self-association by quenched fluorescence, 24 h; inhibition, % at 7.49 µM; 340,000 compounds, 0.35% hits; in the data active = inhibition above about 50%, passing the limit was not always enough; inconclusive = no clear call, values can overlap the other calls; inactive = below about 31%; also: some results filed as inactive read as strong as hits
Peg3 promoter: Peg3 promoter-driven luciferase inhibitors, primary screen, cell-based, HeLa, luciferase luminescence | HeLa PEG-Prom luciferase reporter, overnight | inhibition, % at 20 µM | 360,000 compounds, 1.7% hits | AID 588405, 2011;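 active = inhibition of at least 50% at 20 µM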
Granule exo inh: LAMP-1 surface exposure blockers, TALL-104 cells – cell-based, flow cytometry, MLPCN library, primary screen; TALL-104 LAMP-1 surface exposure; cells stimulated with thapsigargin and PMA; inhibition, % at 10 µM; 360,000 compounds, 0.66% hits; AID 651702, 2012;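 active = inhibition above about 55%, limit read from the data; inconclusive = no clear call, values can overlap the other calls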
PDI inh: inhibitors of human PDI, primary screen, biochemical, turbidity, single point, plate reader; Protein disulfide-isomerase (Homo sapiens), P07237; PDI insulin aggregation turbidity, A650, 90 min; inhibition, % at 10 µM; 350,000 compounds, 0.052% hits; AID 588391, 2011;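 active = mean inhibition across replicates of 30% or more, whatever share of single replicates reach that level; inconclusive = mean inhibition below 30% while every single replicate reaches 30%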;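 also: absorbance from insulin aggregation driven by PDI reduction with DTT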
Target sequence (P07237 whole entry, looked up): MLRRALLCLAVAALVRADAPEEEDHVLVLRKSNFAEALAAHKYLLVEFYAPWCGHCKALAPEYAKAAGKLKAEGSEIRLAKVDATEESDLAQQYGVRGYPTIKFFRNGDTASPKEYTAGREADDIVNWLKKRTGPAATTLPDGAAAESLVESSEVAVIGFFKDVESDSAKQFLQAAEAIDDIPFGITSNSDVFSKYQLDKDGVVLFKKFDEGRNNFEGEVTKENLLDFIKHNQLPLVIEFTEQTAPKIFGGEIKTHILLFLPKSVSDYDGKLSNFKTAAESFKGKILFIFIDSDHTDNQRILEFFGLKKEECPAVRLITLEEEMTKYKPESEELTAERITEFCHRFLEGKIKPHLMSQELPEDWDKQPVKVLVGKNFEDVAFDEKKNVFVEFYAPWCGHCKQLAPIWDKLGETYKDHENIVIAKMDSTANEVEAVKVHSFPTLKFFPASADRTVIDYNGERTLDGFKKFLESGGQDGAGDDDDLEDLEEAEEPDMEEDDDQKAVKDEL
TRPM1 prom inh: inhibitors of MITF-dependent TRPM1 promoter reporter, primary screen, cell-based, SK-MEL-5, single point, luciferase; SK-MEL-5 TRPM1 promoter luciferase, 24 h; inhibition, % at 12.5 µM; 330,000 compounds, 0.83% hits; AID 488899, 2010;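 active = mean inhibition across replicates of 60% or more, whatever share of single replicates reaches that level; inconclusive = some that reach 60%, reason not given; inactive = mean inhibition across replicates below 60%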; also: values of inactives mirror those of a sister screen read the other way
CaV13 ICDI inh: Primary screen for inhibitors of IQ motif and Ca2+-dependent inactivation inhibitor domain binding in CACNA1D, Förster resonance energy transfer in living cells, …. HEK cells, CFP/YFP FRET ICDI-IQ, plate reader, 10 min; percent FRET-ratio fall versus neutral wells. inhibition, % at 12.3 µM. 340,000 compounds, 0.098% hits. AID 743397;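 active = mean replicate inhibition of at least 30% and at least 1% of replicates passing that level; inconclusive = only one of the two criteria is met; inactive = neither criterion is met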;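 also: 0% = median of the neutral control wells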
The depositor's hits bear a star; ? = inconclusive; / = no result given.

Screens in order – aDG glyco act	NR2E3 ag-1	NR2E3 ag-2	HIF-2a block	hiPSC survival	Vif imaging	Peg3 promoter	Granule exo inh	PDI inh	TRPM1 prom inh	CaV13 ICDI inh
O=C(CSc1ccc(-c2ccccc2)nn1)c1cccs1
    0.0	-35	0	-263	1.9	0	-267	-1	-2	-65	-2
COC(=O)c1ccsc1NC(=O)c1cccc(OC)c1
    0.0	-16	-4	-64	0.6	1	-3	-4	-1	10	4
Cc1ccc2[nH]c(=O)c(CN(CCc3ccccc3)Cc3nnnn3CC3CCCO3)cc2c1 (stereo not given)
    0.2	-22	4	-30	-1.5	-2	2	-3	-4	4	-9
COC(=O)c1ccc(NC(=O)COc2ccc(S(=O)(=O)NC(C)C)cc2)cc1
    -0.1	5	6	11	0.0	2	9	0	-5	-6	-5
CCOC(=O)N1CCN(c2ccc(O)cc2)CC1
    -0.3	-12	-2	1	-0.6	-2	4	0	-11	-9	0
CCNc1ccccc(-c2ccc3ccccc3n2)c1=O
    -0.2	-30	2	-75	0.2	-1	-59	2	-8	-10	-3
O=S(=O)(c1ccc(S(=O)(=O)N2CCN(C3CCCCC3)CC2)cc1)N1CCCCCC1
    -0.1	6	/	-5	6.7	?	7	-2	-6	4	/
Cc1cc(CNCCN(C)C)c(C)n1-c1cc(S(=O)(=O)N2CCOCC2)ccc1N1CCCC1
    0.3	-17	/	2	-0.5	1	2	1	10	0	-8
COc1ccc(C[C@H]2CN3C(=NC[C@@H]3C(C)C)N2CCNC(=O)c2ccc(C)c(Br)c2)cc1
    0.4	7	2	6	-4.8	/	48	26	-1	?	/
CN1C(=O)C(CC(=O)Nc2ccccc2F)N(NC(=O)c2ccc(Br)cc2)C1=S (stereo not given)
    0.1	-31	-2	12	-0.6	12	9	3	0	11	-2
Cc1cccc(-n2nc3c(c2NC(=O)CCC2CCCCC2)CS(=O)C3)c1C (stereo not given)
    0.0	-21	-2	9	0.7	4	-7	7	1	-11	-7
COc1ccc(NC(=O)COc2ccc(/C=C/c3cccc[n+]3C)cc2OC)cc1
    0.0	-9	-1	15	-0.7	8	1	-11	5	6	-5
O=C(NC(=S)N1CCCc2ccccc21)c1ccccc1
    -0.3	-65	4	-202	1.2	-6	-234	-3	1	-4	/
Clc1ccc(CN2C3=NCCCN3c3ccccc32)c(Cl)c1
    0.8	-7	-2	16	-0.7	-6	12	44	-11	-8	-4
O=c1[nH]c2cccnc2n1-c1ccc([N+](=O)[O-])cc1
    -0.1	-25	0	6	0.3	-1	16	-7	6	4	-14
COC(=O)C1=C(C)NC(=O)NC1/C=C/c1ccccc1 (stereo not given)
    -0.2	3	0	5	0.9	4	10	-4	-8	2	-6
COc1ccccc1C(=O)NCCC(=O)NCCCSc1ccccc1
    -0.1	14	0	9	-0.3	4	18	-8	12	-3	-7
O=C(NCc1ccccc1)N1CCOCC1
    0.0	-8	-5	14	-0.3	-3	3	-6	6	-6	-2
CCc1ccc(NC(=O)C2CCCN(S(=O)(=O)c3cccs3)C2)cc1 (stereo not given)
    0.4	-34	6	6	0.4	21	4	4	-2	15	-7
c1ccc(OCCSc2nc3ccccc3o2)cc1
    0.0	-30	4	-251	1.4	-1	-180	-3	-5	-46	-7
COc1ccc(/C=N/N2CCN(c3ccc(Cl)cc3)CC2)cc1
    0.0	-14	1	18	-0.2	25	12	-2	3	9	-5
CCSc1cc(N2CCOCC2)nc(-c2ccc(Cl)cc2)n1
    -0.2	-23	2	12	0.5	3	10	0	0	-3	-5
Cc1cc(C(=O)NCc2cccs2)nn1C
    0.0	0	0	10	-0.5	2	4	9	4	3	-4
COC(=O)c1ccccc1NC(=O)c1ccc(COc2ccc3c(c2)CCC3)cc1
    0.0	-91	0	-32	9.4	3	-49	3	-5	-10	-5
CC(C)/C(=N\NS(=O)(=O)c1ccc(Br)cc1)c1cccs1
    -0.1	13	4	12	0.4	5	12	0	-6	5	0
Cc1cc2[nH]ncc2cc1NC(=S)NC(=O)c1ccccc1
    0.3	-48	-3	-152	-4.3	-2	-62	1	2	-4	-4
O=S1c2ccccc2Oc2ccccc21
    0.3	9	/	12	0.8	-5	3	-7	11	-7	-5
O=C(Cc1cccc(NC(=O)C2CCCN(C(=O)CCc3ccccc3)C2)c1)Nc1cccc(C(=O)N2CCCC2)c1 (stereo not given)
    0.6	-25	-2	-4	-2.2	6	-10	8	-8	31	-10
COc1ccc(C(=O)Nc2ccc(S(=O)(=O)N3CCOCC3)cc2)cc1
    -0.1	6	-2	20	0.3	-5	2	6	1	/	-20
COc1ccccc1NS(=O)(=O)c1cc(NC(=S)NCC2CCCO2)ccc1C (stereo not given)
    -0.3	2	5	7	-1.0	-3	16	1	-3	8	-2

Profiles from above.
`COC(=O)c1ccccc1NC(=O)c1ccc(COc2ccc3c(c2)CCC3)cc1` in the list: aDG glyco act = 0.0; NR2E3 ag-1 = -91; NR2E3 ag-2 = 0; HIF-2a block = -32; hiPSC survival = 9.4; Vif imaging = 3; Peg3 promoter = -49; Granule exo inh = 3; PDI inh = -5; TRPM1 prom inh = -10; CaV13 ICDI inh = -5
`O=C(NCc1ccccc1)N1CCOCC1` in the list: aDG glyco act = 0.0; NR2E3 ag-1 = -8; NR2E3 ag-2 = -5; HIF-2a block = 14; hiPSC survival = -0.3; Vif imaging = -3; Peg3 promoter = 3; Granule exo inh = -6; PDI inh = 6; TRPM1 prom inh = -6; CaV13 ICDI inh = -2

More entries:
Screens in order – aDG glyco act	NR2E3 ag-1	NR2E3 ag-2	HIF-2a block	hiPSC survival	Vif imaging	Peg3 promoter	Granule exo inh	PDI inh	TRPM1 prom inh	CaV13 ICDI inh
CCOc1ccccc1CN1CCNC(=O)C1CC(=O)NC1CCCCC1 (stereo not given)
    -0.3	4	1	-9	-0.1	9	-4	0	-2	4	-14
COC(=O)c1nc2ccc(N3CCOCC3)cc2c(C)c1C(=O)OC
    -0.1	-88	5	-174	-1.0	0	-162	-2	-2	-40	-9
COc1ccc(S(=O)(=O)N(CC(=O)NCc2ccco2)c2ccc(C)cc2)cc1OC
    0.1	6	-1	9	0.0	14	14	4	-12	-2	-4
CC(CCc1ccc(O)cc1)NC1c2ccccc2-c2ccccc21 (stereo not given)
    -0.1	-15	0	-1	1.6	1	-14	19	11	-6	-3
CC(O)c1nc2ccccc2n1CC(=O)Nc1ccc2c(c1)OCCO2 (stereo not given)
    -0.4	-11	0	-62	-0.3	1	-48	-1	5	-7	-5
Cc1cc(N2CCN(c3ccccc3)CC2)nc(-c2ccccc2O)n1
    -0.1	-24	2	-13	1.6	22	0	-1	3	11	-5
CCn1c(=NC(=O)CSC(C)=O)sc2cc(OC)ccc21
    0.0	-38	3	-5	0.7	27	-14	-1	/	/	40*
CN(C)c1ccc(N2C(=NC(=O)CCC3CCCC3)SC3CS(=O)(=O)CC32)cc1 (stereo not given)
    -0.6	-4	-5	6	0.8	0	-4	-4	-1	-2	-11
CSc1nc2oc3c(c2c2nncn12)CC(C)(C)SC3
    0.1	-5	-2	13	-0.7	-5	2	3	-7	11	/
COc1cc([N+](=O)[O-])ccc1NC(=O)NCC1CCN(Cc2ccc(Cl)cc2)CC1
    3.3*	4	4	6	-0.4	-7	15	38	-1	-13	-4
C=C(C)CSc1nnc([C@H](CCSC)NC(=O)OC(C)(C)C)o1
    -0.3	3	-1	0	-1.3	0	19	-2	2	5	-6
S=C1SCN(Cc2cccs2)CN1Cc1cccs1
    0.9	21	/	14	2.9	-1	20	-3	-1	/	-7
CCOC(=O)N1CC=C2C(C#N)=C(N)C(C#N)(C#N)[C@H](c3ccc(OC(C)C)c(OCC)c3)[C@H]2C1
    0.1	-16	2	6	5.3	-8	4	-2	21	-7	-5
COc1cccc(OC)c1C(=O)N=c1sc2cc(S(C)(=O)=O)ccc2n1C
    -0.1	-16	0	2	-0.3	13	11	-4	-1	13	-4
COc1ccc(-c2nc(Cn3c(SCc4ccc(F)cc4)nc4ccncc43)c(C)o2)cc1OC
    -0.3	2	2	-34	-2.8	-14	-36	2	/	/	-4
O=S(=O)(N=C(NS(=O)(=O)c1ccc(Cl)cc1)c1ccccc1)c1ccc(Cl)cc1
    0.1	-29	/	20	-2.0	-3	8	-11	-4	15	-3
COc1ccc(NC(=O)CSc2nc(N)c3cc4c(nc3n2)CCCC4)cc1
    -0.1	-42	-2	-159	-1.2	0	-158	-14	-5	-56	-4
O=C(COc1ccccc1)N1CCN(S(=O)(=O)Cc2ccccc2)CC1
    0.0	10	6	8	1.8	-9	12	0	-2	-3	-7
O=C(O)COc1nsnc1N1CCOCC1
    -0.1	-19	1	1	-0.3	1	13	0	11	10	-4
O=C(NCCc1ccccc1Cl)C1CCC(=O)N(C2CCCCCC2)C1 (stereo not given)
    0.7	0	-1	-11	-0.5	7	-8	0	13	4	-6
CC1(c2ccncc2)Nc2ccccc2-c2nc3ccccc3n21 (stereo not given)
    0.0	-63	0	-164	2.0	4	-65	4	6	-56	-5
Cc1ccc(CN2C(=O)c3ccccc3C2C(=O)NCc2cccnc2)cc1 (stereo not given)
    -0.1	-24	0	14	0.8	30	17	1	-18	/	-6
COc1ccc(C2=NOC(CN3C(=O)c4ccccc4S3(=O)=O)C2)cc1 (stereo not given)
    -0.1	-161	-1	-176	-2.5	11	-384	-1	8	-65	-7
O=C1CC(C(=O)NC2CCCCC2)C(c2ccccc2)O1 (stereo not given)
    -0.3	12	3	18	1.0	6	-4	0	1	4	-5
CCOC(=O)C1CCN(C(=O)c2c(-c3c(F)cccc3Cl)noc2C)CC1
    0.2	5	1	16	5.4	6	10	-3	0	-5	-7
COc1ccc(NS(=O)(=O)c2cc(NC(=O)c3ccccn3)ccc2OC)cc1Br
    0.7	-8	/	3	0.5	-7	9	-14	3	-18	-3
Cc1ccc(-c2nn(CC(=O)NCC3CCCO3)c(=O)c3ccccc23)cc1 (stereo not given)
    0.0	13	2	5	1.7	-4	9	0	3	18	-4
CCOC(=O)C1(Cc2cccc(F)c2)CCN(C(=O)c2cnccn2)CC1
    -0.3	2	0	20	0.9	17	6	5	0	-21	-6
Cc1c(CCO)c(=O)[nH]n1S(=O)(=O)c1ccc(F)cc1
    -0.2	-6	0	8	-0.1	0	-1	-6	-3	-7	-7
Cc1cccc(NC(=O)c2cc([N+](=O)[O-])ccc2N2CCCCC2)n1
    0.0	-30	0	12	0.9	-3	2	-2	3	7	-2
